KB-V1 cytotox = kills drug-selected multidrug resistant KB-V1 cells. KB-V1 MDR cells viability, CellTiter-Glo, 72 h. Potency, µM (top dose mostly 46.1 µM), without a hit: at the highest dose activity change, negative = cytotoxicity, most hits filed as cytotoxic. actives 3.4% (n = 400,000). AID 1347076; further: nearly all actives have a fitted effect of over 60% in size
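Potencies derive from concentration-effect curves fitted to normalized luminescence (CellTiter-Glo) of KB-V1 cells treated for 72 h at 37 degrees C in phenol-red-free DMEM containing 10% FBS.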
KB-3-1 cytotox = KB-3-1 parental cell cytotoxicity; KB-3-1 viability, CellTiter-Glo ATP luminescence, 72 h; Potency, µM (doses to about 46.1 µM), for the others: at the top dose activity change, negative = cytotoxic, actives largely listed as cytotoxic; actives 1.4% (n = 400,000); AID 1347075; further: nearly all actives have a fitted effect of over 60% in size
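Here the drug-naive KB-3-1 line serves as comparator for MDR sub-line selectivity; cells received compound titrations, 72 h at 37 °C, then CellTiter-Glo readout.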
* hit, by the source's call; i = inactive; ? = inconclusive; & = joins results of further samples. The call rests on the fitted dose curve; in most records, active means well fitted cell-killing curve with a large enough effect; inconclusive means small, poorly fitted or top-dose-only effect, or effect the other way; inactive means flat fitted curve, though single readings scatter. On the % scale 0 is the no-effect control and ±100 the full control effect; potency means the concentration at half of the fitted maximal effect. Only part of the results is shown (hit frequency here may not be typical).

| Molecule | KB-V1 cytotox | KB-3-1 cytotox |
| --- | --- | --- |
| CC(C)CCn1c(SC(C)C#N)nc2ccccc2c1=O (stereo not given) | 0% | 13% |
| COc1ccc(-c2nn3c(-c4cc(-c5ccccc5)n[nH]4)nnc3s2)cc1OC | 19% | 24% |
| Cc1ccnc2c(N)cccc12 | -4% | ? |
| CNc1ccc(/C=C2\C=Cc3ccccc32)cc1Cl | ? | ? |
| COc1ccc(N2CCN(C(c3ccc(C)cc3)c3nnnn3C(C)(C)C)CC2)cc1 (stereo not given) | 10% | -2% |
| O=C1c2ccccc2C(=O)N1c1ccc(O)cc1 | 0% | 0% |
| CC(C)c1cccc(NC(=O)COC(=O)c2ccccc2OCc2cccc(Br)c2)c1 | 18% | ? |
| CN(C)c1ccc(C=O)c(F)c1 | 0% | 14% |
| O=C(C[n+]1ccncc1)c1ccc(Br)cc1 | 5% | 10% |
| COc1ccc(C(=O)NCC(=O)OCC(=O)c2cccc3ccccc23)cc1 | 16% | ? |
| CN(C)c1ccc(/C=C/c2cc(Cl)nc3ccccc23)cc1 | 13µM* | ? |
| Cc1ccc2ncc(C)c(/C=C/c3ccc(N(C)C)cc3)c2c1 | ? | ? |
| Cc1ccc(S(=O)(=O)N2CCN(c3nc(-c4cccs4)nc4cccnc34)CC2)cc1 | -15% | 30% |
| O=C1CCCC2=C1[C@@]1(CCC(c3ccccc3)C1)N=C(Nc1nc3ccccc3o1)N2 (stereo not given in full) | ? | -23%&-23% |
| O=C(C[n+]1cccc(Br)c1)c1ccc(F)cc1 | 4% | 7% |

In the list so far, 3 contain bromine:
| Molecule | KB-V1 cytotox | KB-3-1 cytotox |
| --- | --- | --- |
| CC(C)c1cccc(NC(=O)COC(=O)c2ccccc2OCc2cccc(Br)c2)c1 | 18% | ? |
| O=C(C[n+]1ccncc1)c1ccc(Br)cc1 | 5% | 10% |
| O=C(C[n+]1cccc(Br)c1)c1ccc(F)cc1 | 4% | 7% |

Another view of some results above.
> COc1ccc(C(=O)NCC(=O)OCC(=O)c2cccc3ccccc23)cc1
  KB-V1 cytotox: 16%	KB-3-1 cytotox: ?

> CN(C)c1ccc(/C=C/c2cc(Cl)nc3ccccc23)cc1
  KB-V1 cytotox: 13µM*	KB-3-1 cytotox: ?

> Cc1ccc2ncc(C)c(/C=C/c3ccc(N(C)C)cc3)c2c1
  KB-V1 cytotox: ?	KB-3-1 cytotox: ?

> Cc1ccc(S(=O)(=O)N2CCN(c3nc(-c4cccs4)nc4cccnc34)CC2)cc1
  KB-V1 cytotox: -15%	KB-3-1 cytotox: 30%

(further entries)
| Molecule | KB-V1 cytotox | KB-3-1 cytotox |
| --- | --- | --- |
| Fc1ccc(Nc2nc(NCc3ccco3)nc3nccnc23)cc1 | -1% | -21% |
| CC(C)c1nc(Nc2nc3ccccc3o2)nc2c1CCCC2 | -7% | -4% |
| O=S(=O)(c1cccc(Br)c1)N1CCN(c2nc(-c3cccs3)nc3ccccc23)CC1 | 12% | 0% |
| Cc1csc(C)[n+]1CCC1CCCCC1 | 5% | ? |
| COc1ccc2c(c1)C(=O)CC2 | -12% | 0% |
| CC(=O)Nc1ccc(NC(=O)c2nc(SCc3ccccc3F)ncc2Cl)cc1 | -3% | ? |
| CCCCCCCCCCN(CCCCCCCCCC)c1ccc(/C=C/c2ccnc3ccccc23)cc1 | -13% | -14% |
| O=c1c2ccccc2sn1-c1ccc(S(=O)(=O)N2CCOCC2)cc1 | 1% | 16% |
| CCSc1ncc(Cl)c(C(=O)Nc2sc3c(c2C(=O)OC)CCCC3)n1 | ? | 0% |
| CNCc1nc(-c2ccc[nH]2)c2cc(Cl)ccc2n1 | ? | -48% |
| O=C(/C=C/c1ccc(F)cc1)Nc1cccc([S+](=O)([O-])Nc2ccccc2F)c1 | -3%&0% | 0%&2% |
| Cc1ccc2oc(-c3cccc(NC(=O)COc4ccc(Cl)cc4C)c3C)nc2c1 | ? | 19% |
| O=C1CCC2=C1C1(CCCC1)N=C(Nc1nc3ccccc3o1)N2 | -4% | -3% |
| COc1ccc(/C=C/c2ccnc3ccccc23)c(OC)c1 | -3% | ? |
| C(=C1c2ccccc2Oc2ccccc21)c1ccccc1 | ? | ? |

Single records (already shown):
CCSc1ncc(Cl)c(C(=O)Nc2sc3c(c2C(=O)OC)CCCC3)n1 across the screens: KB-V1 cytotox: ?; KB-3-1 cytotox: 0%
COc1ccc2c(c1)C(=O)CC2 across the screens: KB-V1 cytotox: -12%; KB-3-1 cytotox: 0%
CC(C)c1nc(Nc2nc3ccccc3o2)nc2c1CCCC2 across the screens: KB-V1 cytotox: -7%; KB-3-1 cytotox: -4%

Returning to the listing, repeating the 4 entries before the break.
| Molecule | KB-V1 cytotox | KB-3-1 cytotox |
| --- | --- | --- |
| Cc1ccc2oc(-c3cccc(NC(=O)COc4ccc(Cl)cc4C)c3C)nc2c1 | ? | 19% |
| O=C1CCC2=C1C1(CCCC1)N=C(Nc1nc3ccccc3o1)N2 | -4% | -3% |
| COc1ccc(/C=C/c2ccnc3ccccc23)c(OC)c1 | -3% | ? |
| C(=C1c2ccccc2Oc2ccccc21)c1ccccc1 | ? | ? |
| Cc1ccc(S(=O)(=O)N2CCN(c3nc(-c4cccs4)nc(C)c3C)CC2)cc1 | 0% | 12% |
| CC(=O)Oc1ccc(C(=O)COC(=O)CNC(=O)COc2ccccc2C)cc1 | -19% | -11% |
| COc1cc(OC)c(OC)cc1/C=C/c1nc2ccccc2o1 | 2% | 24% |
| Oc1c(C(Nc2ccccn2)c2ccccc2)cc(Cl)c2cccnc12 (stereo not given) | 18%&-5% | ? |
| CN(C)c1ccc(C(=C2c3ccccc3-c3ccccc32)c2ccc(N(C)C)cc2)cc1 | 17% | 13% |
| CN(C)c1cccc(-c2nnc(SCC(=O)NCc3ccco3)n2C)c1 | ? | ? |
| N#CC[n+]1cccc(Br)c1 | 18% | 0% |
| CC1CC(C)CN(c2oc(-c3ccc(OCc4ccccc4Cl)cc3)nc2C#N)C1 (stereo not given) | -10% | ? |
| CN(C)c1ccc(/C=C/c2ccnc3ccc(Br)cc23)cc1 | -6% | -39% |
| CN(C)c1ccc(/C=C/c2ccnc3cc(Cl)cc(Cl)c23)cc1 | -14% | 5% |
| CC(C)(C)[C@H]1CCC(=O)N(CCSc2ccc(Br)cc2)CC1 | ? | -12% |
| O=C(C[N+]1(CCc2ccccc2)CCOCC1)c1cccc([N+](=O)[O-])c1 | -1% | -5% |
| OC(Cc1ccc2ccccc2n1)c1c(Cl)cccc1Cl (stereo not given) | -7% | 0% |
| O=C1Cc2ccccc2C1=C1C=c2ccccc2=C1 | 29% | ? |
| Clc1ccc[n+](CCCCC[n+]2cccc(Cl)c2)c1 | -8% | -3% |
| C(=Nc1cnc2ccccc2c1)c1ccc2ccccc2n1 | -16% | 12% |
| CN(C)C1=C2C=CC=CC2/C(=C2/C=Cc3ccccc32)C=C1 (stereo not given) | 6% | -6% |
| Cc1ccc2c(c1)ncc[n+]2CC(=O)c1ccc(F)cc1 | 0% | 10% |
| CCc1ccc(C=O)cc1 | 4% | 3% |
| CN(C)c1ccc(C=O)cc1[N+](=O)[O-] | 8% | 17% |
| CCN(CC)c1ccc(/C=C/c2c(C)cnc3ccc(C)cc23)cc1 | -20% | ? |
| CCOc1ccc(C(NC(C)=O)c2cc(Cl)c3cccnc3c2O)cc1 (stereo not given) | 0% | -20% |
| COc1ccc(N2CCN(S(=O)(=O)c3ccc4c(c3)CC(=O)N4)CC2)cc1 | ? | i |
| OCC(O)C(O)C(O)C(O)C=Nc1ccc(/C=C/c2ccnc3ccccc23)cc1 (stereo not given) | ? | ? |
| O=C(O)CCc1ccc2ccccc2c1 | 0% | 8% |
| CN1CCN(c2cccc(Nc3nn4c(=O)c5ccc(F)cc5nc4s3)c2)CC1 | 0% | -16% |
| COc1cc2c(NC3CCN(C)CC3)nc(N3CCCN(C)CC3)nc2cc1OCC1CCCCN1 (stereo not given) | -6% | ? |
| Cc1sc(N)nc1-c1cccc([N+](=O)[O-])c1 | 11% | 44% |
| CC1(C)CC(=O)C2=C(C1)NC(Nc1nc3ccccc3o1)=NC2c1ccccc1Cl (stereo not given) | -1% | 0% |
| NC(=O)C1CCN(c2nnc(-c3ccc4c(c3)OCCCO4)s2)CC1 | 2% | 10% |
| O=C(Nc1ccc([N+](=O)[O-])cc1)c1cnn2c1NC(=C1CC1)C=C2C(F)F | ? | ? |
| Cc1ccc(-c2[nH]ncc2CNC(C)c2ccccc2)cc1 (stereo not given) | 0% | -17% |
| COc1ccc(Cn2nnnc2C(c2ccccc2)N2CCN(c3ccccc3)CC2)cc1 (stereo not given) | ? | ? |
| CC(=O)Nc1ccc(-c2nnc(SCc3ccccc3)n2C)cc1 | 0% | ? |
| CSc1ccc2nnc(-c3ccc(C)cc3)n2n1 | -17% | 22% |
| CCc1ccc2oc(-c3ccc(C)c(NC(=O)COc4ccc(Cl)cc4)c3)nc2c1 | 7% | 26% |
| CNCCCOc1cc2nc(N3CCCN(C)CC3)nc(NC3CCN(C)CC3)c2cc1OC | ? | 1% |
| COc1ccc2c(c1)c(C(=O)CN(C)C)c(C)n2C | 0% | ? |

Bioassay records: PubChem BioAssay, National Center for Advancing Translational Sciences (NCATS)
